Nrf2 activator = activates Nrf2 signaling; AREc32 ARE-luciferase reporter (MCF7-derived line), luminescence, 24 h; hit rate 0.31% among 410,000; AID 624171; Potency, µM (series often up to 46.1 µM), without a hit: at the highest dose activation, hits mostly activators; note: potency is the fitted concentration of half-maximal effect; % of control where 0% means no effect; nearly all actives have a fitted effect of over 65% in size
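ARE activation measured as luciferase luminescence (Steady-Glo, 30 min RT) in AREc32_Fluc cells after 24 hr compound exposure at 37 deg C, 5% CO2; cells seeded overnight at 1000/well in OPTI-MEM, 5% FBS.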
Abeta yeast res = A-beta toxicity reversal in yeast; hit rate 0.063% among 410,000; Potency, µM (top dose mostly 46.1 µM), for inactives: at the top dose growth rescue, actives largely listed as activators; yeast expressing A-beta42, growth rescue, OD600, 48 h; response scale: 0% DMSO, 100% iron-clioquinol control; note: potency is the fitted concentration of half-maximal effect; nearly all actives have a fitted effect of over 55% in size
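Yeast A-beta toxicity model in growth medium with pinned compounds, 48 h at 30 C; growth read as absorbance at 600 nm. Normalized to FeCl3/clioquinol equimolar mix (positive) and DMSO (negative).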
Mm-Cpn inhibitor = M. maripaludis TRiC chaperonin inhibition; Potency, µM (highest dose often 76.9 µM), inactives show at the top dose activity, negative = inhibition, usual class: inhibitors; purified Mm-Cpn ATPase, ADP Transcreener TR-FRET; hit rate 0.031% among 330,000; AID 504842; note: potency is the fitted concentration of half-maximal effect; % is set by controls: 0 for no effect and ±100 for the full control effect; nearly all actives have a fitted effect of over 80% in size
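ATPase turnover read by TR-FRET ADP competition (Eu cryptate antibody/ADP-d2, 665/590 nm): 10uM ATP final, 25nM Mm-CPN final, 30 min 37degC after 10-min compound preincubation, pH 7.4 Tris/KCl/MgCl2/DTT buffer.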
A549 tox = counter-screen for Nrf2 inhibitors: cytotoxicity in A549 cells; hit rate 0.16% among 390,000; Potency, µM (doses to about 46 µM), without a hit: at the top dose activity change, negative = cytotoxicity, most hits filed as inhibitors; A549 ARE-Fluc cells, CellTiter-Fluor viability, 18-24 h; note: potency is the fitted concentration of half-maximal effect; % is set by controls: 0 for no effect and ±100 for the full control effect
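A549 ARE-Fluc cells in 5% FBS OPTI-MEM, 5000 cells/well, rested 2 h then exposed to compounds in concentration-response for 18-24 h at 37 °C. Viability by CellTiter-Fluor fluorescence (Ex 405/Em 525) after 30 min; luciferase luminescence (BugLite, 15 min, RT) read afterwards.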
CCT chaperon mod = modulators of cytosolic chaperonin (CCT/TRiC) activity; hit rate 0.3% among 360,000; purified chaperonin ATPase assay, HTRF ADP detection, 30 min; activity change, % (no concentration beside the values), hits read low; in the data active = activity change below about -30%; note: % is set by controls: 0 for no effect and ±100 for the full control effect
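Nucleotide hydrolysis assay: TRiC at 20–40 nM final (set by batch activity) with 10 uM ATP, 30 min at 37 °C, in presence of 76 uM compound. Detection by competitive ADP HTRF, 30 min ambient.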
HepG2 viability = kills HepG2 cells in TGF-b inhibitor counter-screen; HepG2 CAGA-GFP viability, ATP luminescence, 18 h; hit rate 0.76% among 410,000; Potency, µM (titrated, usually from 46.1 µM), without a hit: at the top dose activity change, negative = cytotoxicity, usual class: cytotoxic; AID 588856; note: potency is the fitted concentration of half-maximal effect; some results filed as inactive show a strong effect at the top dose
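HepG2 CAGA-GFP cells (1000/well, DMEM with 1% FBS) received compound, then TGF-beta at 500 pg/mL final, and were incubated 18 hours at 37 degrees C. Viability was read by CellTiter-Glo luminescence. Media-only wells were set as complete cell-killing and DMSO as no toxicity.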
pAkt inh = blocks phosphorylation of Akt; activity change, % for hits at 50 µM; hit rate 0.32% among 360,000; Neuro2A IGF-stimulated pAkt S473 HTRF, 20 min; active compounds read low; in the data active = activity change below about -80%; inconclusive = mostly about -51% to -80%; note: % is set by controls: 0 for no effect and ±100 for the full control effect
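Neuro2A cells (4,500/well, DMEM with 0.5% FBS) were treated with compound at a single 50 µM final concentration, stimulated with 6 nM IGF for 20 min at 37 °C, and lysed. Phospho-Akt Ser473 was read by HTRF as 665/615 ratio ×10^4.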
Nrf2 block = inhibitors of Nrf2 signaling. A549 ARE-Fluc reporter, luciferase luminescence, 18-24 h. Potency, µM (highest dose often 46 µM), without a hit: at the highest dose activity change, negative = inhibition, actives largely listed as inhibitors. hit rate 2.1% among 360,000. AID 504444; note: potency is the fitted concentration of half-maximal effect; % is set by controls: 0 for no effect and ±100 for the full control effect; nearly all actives have a fitted effect of over 60% in size
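Nrf2 activity is the BugLite luminescence, read 15 min after reagent at room temperature, following CellTiter-Fluor cytotoxicity readout (30 min, 37C). Compound titrations were applied for 18-24 h to 5000 A549 ARE_Fluc cells/well in 5% FBS OPTI-MEM.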
TGFb inhibitor = TGF-b pathway inhibition. HepG2 CAGA-GFP TGF-b/SMAD3 reporter, GFP fluorescence, 18 h; TGF-beta stimulated, 500 pg/mL final. AID 588855. hit rate 1.2% among 410,000. Potency, µM (titrated, usually from 46.1 µM), inactives show top-dose activity, negative = inhibition, usual class: inhibitors; note: potency is the fitted concentration of half-maximal effect; % is set by controls: 0 for no effect and ±100 for the full control effect; nearly all actives have a fitted effect of over 65% in size
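First, reporter cells (HEPG2 CAGA-GFP) rested 2 h at 37 degrees C. Next, compounds were pinned in and TGF-beta added to 500 pg/mL final. After 18 h, GFP was imaged per cell and summed per well.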
An asterisk follows results filed as active; i = inactive; ? = inconclusive; / = no result given; [ ] = dose if it differs, or a comment. Unless noted, calls come from the whole dose curve; as a rule, active = well fitted curve in the direction sought with a large enough effect; inconclusive = small, poorly fitted or top-dose-only effect, or another doubt; inactive = no such curve, though single readings can be large; an effect the other way counts as inactive or inconclusive.

#	molecule	Nrf2 activator	Abeta yeast res	Mm-Cpn inhibitor	A549 tox	CCT chaperon mod
1	CC(C)(C)NC(=O)C(=O)NNC(=O)COc1ccc(Br)cc1	2.5%	10%	1%	10%	-4.9
2	CC(NC(=O)c1cc2cc(Cl)ccc2oc1=N)c1ccccc1 (stereo not drawn)	2.6%	-3%	0%	6%	-3.8
3	Cc1cccc(-n2c(-c3ccco3)nc3c(cnn3-c3ccccc3C)c2=O)c1	2.1%	-31%	/	-6%	/
4	CN(C)CCn1c2c(c(SCC(=O)Nc3ccc4c(c3)OCCO4)nc1=O)CCCC2	-0.1%	-5%	-16%	-18%	0.7
5	Cc1ccc(CC(=O)N2CCN(S(=O)(=O)c3ccccc3)CC2)cc1C	-0.1%	-9%	-11%	-12%	1.5
6	CCOC(=O)CN(C(=O)c1snc(C(N)=O)c1N)C(C(=O)NCCC(C)C)c1ccc(F)cc1 (stereo not drawn)	-0.3%	6%	-2%	6%	0.4
7	O=C1c2ccccc2S(=O)(=O)c2cc(C(=O)N3CCN(c4ccccc4)CC3)ccc21	-1.8%	2%	/	2%	-1.1
8	O=C(C1CCN(c2nnc(-n3cccc3)s2)CC1)N1CCOCC1	2.1%	-32%	0%	1%	-0.9
9	COc1ccc(OCC(O)Cn2c(N)nc3c2c(=O)[nH]c(=O)n3C)cc1 (stereo not drawn)	-0.7%	0%	-1%	-13%	-1.8
10	CC1N(C)c2cc(NC(=O)c3ccco3)ccc2C1(C)C (stereo not drawn)	-0.9%	-14%	-11%	?	-0.2
11	COc1cc(C[C@@H](C)[C@@H](C)Cc2ccc(O)c(OC)c2)ccc1O	-1.0%	6%	2%	-25%	1.2
12	O=C(c1cc2ccccc2o1)N1CCN(c2ncccn2)CC1	0.6%	10%	3%	1%	-0.3
13	CC(C)CC(=O)NC(=S)Nc1ccccc1N1CCCC1	7.2%	7.1µM*	-5%	-7%	2.0
14	C=CCNC(=O)c1c(-c2c(F)cccc2Cl)noc1C	-0.2%	-13%	-1%	0%	-0.8
15	C[C@]12C(=O)N(c3ccc(Cl)cc3)C(=O)N1[C@H]1c3ccccc3OC[C@@H]1[C@H]2c1ccccc1	-0.7%	-3%	-2%	-7%	0.7

#	HepG2 viability	pAkt inh	Nrf2 block	TGFb inhibitor
1	-15%	i	3%	-10%
2	-1%	i	-3%	3%
3	-35%	/	21µM*	?
4	-18%	i	-6%	4%
5	-25%	i	?	-5%
6	2%	i	-23%	-3%
7	-21%	i	20%	1%
8	-19%	i	16%	-3%
9	-4%	i	-10%	-4%
10	-24%	/	?	?
11	-29%	i	?	?
12	7%	i	9%	-3%
13	5%	i	-18%	-9%
14	0%	i	12%	-1%
15	-1%	i	2%	5%

The list goes on:
#	molecule	Nrf2 activator	Abeta yeast res	Mm-Cpn inhibitor	A549 tox	CCT chaperon mod
16	CC12CCC(=O)N1C(C(=O)N1CCN(c3ccc(C(F)(F)F)cc3[N+](=O)[O-])CC1)CS2 (stereo not drawn)	-0.9%	8%	3%	1%	-3.5
17	O=C(O)c1ccc(N/N=C/C=C/c2ccccc2)cc1	-0.2%	-43%[inhibitor]	-4%	-14%	-1.4
18	O=C(Nc1nccs1)c1cccc(N2C(=O)c3cccc4c([N+](=O)[O-])ccc(c34)C2=O)c1	2.6%	16%	15%	9%	-0.1
19	Nc1ccccc1C(=O)NNc1c2ccccc2nc2ccccc12	8.7%	-15%	-2%	?	2.1
20	COCCNC(=O)CN1C(=O)NC2(CCCc3ccccc32)C1=O (stereo not drawn)	0.1%	-32%	1%	6%	2.8
21	Cn1c(C(=O)c2ccncc2)cc2ccccc21	-0.5%	-3%	2%	20%	-2.5
22	COc1ccc(C(=O)CN2C(=O)NC3(CCCCC3)C2=O)cc1OC	-0.4%	-1%	0%	-2%	-0.9
23	O=C1Nc2ccccc2S/C1=C/Nc1cccc(Cl)c1	3.0%	4%	0%	?	-1.8
24	O=C1C2=C(Nc3ccccc3SC2c2ccco2)c2ccccc21 (stereo not drawn)	?	-37%	-3%	?	1.2
25	COc1ccc(OC)c(NC(=O)CCNC(=O)Cn2ccc3ccccc3c2=O)c1	-0.2%	-5%	3%	-5%	1.0
26	Cc1cc(C(F)(F)F)nn1CC(=O)NNC(=S)Nc1cccc(Cl)c1	0.2%	8%	0%	-2%	-0.6
27	CCc1ccc(-c2nn(CC(=O)NC3CCCC3)c3c2cnc2ccc(F)cc23)cc1	0.9%	-6%	/	-5%	/
28	CCC(c1c(C)n(C)n(-c2ccccc2)c1=O)c1c(C)n(C)n(-c2ccccc2)c1=O	-0.3%	-3%	0%	-10%	1.8
29	O=C(c1cc2nc(-c3ccco3)cc(C(F)(F)F)n2n1)N1CCCCCC1	18%	-21%	1%	-13%	-4.2
30	CC(C)(C)CC(=O)NC(=S)N1CCCCCC1	0.0%	0%	-3%	2%	-1.0

#	HepG2 viability	pAkt inh	Nrf2 block	TGFb inhibitor
16	8%	i	?	3%
17	7%	i	?	6%
18	-9%	-109%*	-8%	-26%
19	-16%	i	?	?
20	-1%	i	-19%	16%
21	-8%	i	-5%	-10%
22	-1%	i	-6%	8%
23	-47%	/	-12%	1%
24	-30%	-114%*	-5%	0%
25	-15%	i	-15%	0%
26	4%	i	/	-17%
27	3%	/	?	-9%
28	-15%	i	0%	2%
29	-48%	i	-6%	-15%
30	-9%	/	/	-11%

Entries above that contain a nitro group on carbon:
#	molecule	Nrf2 activator	Abeta yeast res	Mm-Cpn inhibitor	A549 tox	CCT chaperon mod
16	CC12CCC(=O)N1C(C(=O)N1CCN(c3ccc(C(F)(F)F)cc3[N+](=O)[O-])CC1)CS2 (stereo not drawn)	-0.9%	8%	3%	1%	-3.5
18	O=C(Nc1nccs1)c1cccc(N2C(=O)c3cccc4c([N+](=O)[O-])ccc(c34)C2=O)c1	2.6%	16%	15%	9%	-0.1

#	HepG2 viability	pAkt inh	Nrf2 block	TGFb inhibitor
16	8%	i	?	3%
18	-9%	-109%*	-8%	-26%

Later entries.
#	molecule	Nrf2 activator	Abeta yeast res	Mm-Cpn inhibitor	A549 tox	CCT chaperon mod
31	COc1ccc(NC(=O)CSc2nnc(C)n2Cc2ccccc2)cc1	0.3%	24%	1%	1%	-11
32	CC(C)(O)C#Cc1ccc(C(=O)NCc2cccs2)s1	0.4%	3%	-1%	3%	0.8
33	COC(=O)[C@]1(Cc2ccccc2)N[C@H](CN(C)C(C)=O)[C@@H]2C(=O)N(C)C(=O)[C@@H]21	0.2%	-13%	0%	2%	2.2
34	Nc1cc2c(cc1[N+](=O)[O-])OCCOCCOCCO2	-0.1%	-5%	0%	?	1.9
35	COc1ccc(-n2c(SCC(=O)NCc3ccc(Cl)cc3)nc3ccsc3c2=O)cc1	0.0%	-6%	/	-14%	/
36	COc1ccc(N2C(=O)CSC23C(=O)N(C)c2ccccc23)cc1Cl (stereo not drawn)	-1.9%	-16%	/	6%	/
37	CN(CC(=O)NCCCN1CCOCC1)S(=O)(=O)c1cc(Cl)ccc1Cl	0.3%	-4%	1%	-1%	0.8
38	Cc1cccc(N2CCN(C(=O)Nc3ccc(F)cc3)CC2C)c1 (stereo not drawn)	0.6%	12%	/	0%	/
39	COc1cc(NC(=O)NC(C)c2c(-n3cccc3)sc3c2CCN(C)C3)cc(OC)c1 (stereo not drawn)	7.7%	-7%	/	1%	/
40	Clc1ccc(OCCn2c(-c3ccco3)nc3ccccc32)cc1	2.8%	-83%[inhibitor]	1%	2%	-1.3
41	OCc1ccnc(Cl)c1	0.0%	4%	2%	-3%	0.7
42	Cc1nc(-c2ccc(C)c(S(=O)(=O)N3CCC(C(=O)NCc4ccc(Cl)cc4)CC3)c2)no1	0.1%	-15%	/	-4%	/
43	O=C(CCSc1ccccc1)NC1CCCCCC1	3.2%	4%	2%	-7%	-1.6
44	CCN(Cc1ccccc1)C(=O)Cn1c(=O)n(-c2cccc(C)c2)c(=O)c2c1c1cc(C)ccc1n2C	0.0%	3%	/	1%	/
45	COC(=O)C1CCN(C(=O)/C(C)=C\c2ccccc2)CC1	-0.3%	-13%	1%	0%	1.5

#	HepG2 viability	pAkt inh	Nrf2 block	TGFb inhibitor
31	-3%	i	-3%	10%
32	1%	i	4%	2%
33	-4%	i	5%	?
34	-20%	i	-15%	-13%
35	-11%	/	-27%	3%
36	-5%	/	-13%	3%
37	-28%	i	0%	0%
38	-21%	/	-15%	-1%
39	-27%	/	/	?
40	-36%	/	?	-18%
41	-7%	i	-1%	-7%
42	-32%	/	/	-23%
43	-1%	i	?	2%
44	2%	/	?	-4%
45	23%	i	?	?

Screening data: PubChem BioAssay, National Center for Advancing Translational Sciences (NCATS)
